# Screens: PubChem BioAssay, several laboratories
# Siah-1 displacement: Siah-1 peptide-binding antagonists, primary screen, biochemical, fluorescence polarization, rhodamine-plectin, uHTS (AID 1817); Siah-1 / rhodamine-plectin peptide fluorescence polarization; higher % means a stronger effect; one-dose displacement, % at 20 µM; IC50 in µM for titrated hits; 290,000 compounds, 0.02% hits;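 active = displacement of at least 50% at 20 µM, with a fluorescence ratio check between 0.3 and a set limit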;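 also: plate controls were Siah plus tracer with DMSO for no effect and tracer alone without Siah for full effect; strong numbers were not always called active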
# PMI inhibition: MPI inhibition at elevated mannose 6-phosphate – biochemical, fluorescence intensity, high mannose 6-phosphate, primary screen (AID 1220) | recombinant PMI enzyme, coupled fluorescence intensity; higher % means a stronger effect | one-dose inhibition, % at 20 µM; IC50 in µM for titrated hits | 190,000 compounds, 0.66% hits
# WT yeast gro inh: growth inhibition of WT yeast, mitochondrial fusion screen; mitochondrial fusion phenotypic screen, WT strain; inhibition, % at 10 µM; 190,000 compounds, 2.1% hits; AID 1362; in the data active = inhibition above about 58%; tested in S. cerevisiae
# XIAP displacement: XIAP antagonists, biochemical, IAP family, fluorescence polarization (AID 1018); one-dose displacement, % at 20 µM; IC50 in µM for titrated hits; 200,000 compounds, 0.007% hits; XIAP BIR domain, fluorescence polarization peptide displacement; higher % means a stronger effect; in the data active = displacement above about 50%; also: a part of the inactive calls stands beside numbers as strong as those of hits
# Salmonella PhoP GFP: inhibitors of PhoP regulon expression, primary screen, Salmonella Typhimurium, GFP reporter (AID 1863). S. Typhimurium PhoP-regulated promoter GFP reporter, 4 h; higher % means a stronger effect. inhibition, % at 50 µM, or IC50 in µM where a hit was titrated. 300,000 compounds, 0.16% hits;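 active = inhibition over 29.93%, a cutoff 3 SD above the screen mean, later confirmed by dose response; inconclusive = inhibition over 29.93% but no dose response follow-up; inactive = inhibition at most 29.93% or unconfirmed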;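 also: 0% = low Mg2+ inducing control and 100% = high Mg2+ repressing control; strong numbers were not always called active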
# PMI inhibitors: MPI enzyme activity inhibition – biochemical, fluorescence intensity, coupled assay, primary screen (AID 1209); purified PMI enzyme, coupled fluorescence intensity; higher % means a stronger effect; 190,000 compounds, 0.42% hits; inhibition, % at 20 µM; hits with a dose series show IC50 in µM;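 also: plate controls were DMSO vehicle for no effect and wells lacking substrate for full effect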
# RSV antiviral HEp-2: inhibition of RSV-induced cytopathic effect – HEp-2 cells, primary 10 µM value included (AID 2391) | HEp-2 cells, RSV-induced CPE inhibition; higher % means a stronger effect | one-dose CPE inhibition, % at 10 µM; IC50 in µM for titrated hits | 310,000 compounds, 0.13% hits; in the data active = a potency from the dose series; inconclusive = CPE inhibition mostly from about 23% at the one dose, without a potency; inactive = the rest, 99 in 100 with CPE inhibition below about 21%; also: strong numbers were not always called active
# TNAP activation fold: human TNAP enzyme activators, primary screen, biochemical, luminescent, no phosphate acceptor, uHTS (AID 1001) | 200,000 compounds, 0.03% hits | activation fold at 20 µM, or EC50 in µM where a hit was titrated | purified TNAP, luminescent activation assay, no phosphate acceptor; higher activation fold means a stronger effect; in the data active = activation fold from about 3, or a potency from the dose series; inactive = the rest, 99 in 100 with activation fold below about 1.6; also: many of its hits are not listed in these tables
# Myeloid diff MLP: promotes myeloid progenitor differentiation | ER-HoxA9 myeloid progenitors, lysozyme-GFP differentiation, flow cytometry | calls only at 10 µM | 360,000 compounds, 1% hits | AID 624256;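 active = normalized GFP-positive differentiation at or above the plate's own cutoff, the solvent-only control mean plus 3 SD; inconclusive = no clear call, values can overlap the other calls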;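 also: cells exposed to compound for four days before flow analysis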
# WT yeast gro inh mutant strain: second read-out of WT yeast gro inh, no call of its own (marks repeat the call); inhibition, %; mitochondrial fusion phenotypic screen, mutant strain inhibition
# Myeloid diff MLP GFP+ MAC1+ %: second read-out of Myeloid diff MLP, no call of its own (marks repeat the call); GFP+ MAC1+ double positive, %; measured here: differentiation confirmed by MAC1 staining
# Starred values were filed as active, the others as inactive; i = inactive; u = inconclusive; x = no result given. Rule as the data show it, unless noted: active = inhibition above about 50%; inactive = the rest.
# Start of the listing, in advance:
SMILES,Siah-1 displacement,PMI inhibition,WT yeast gro inh,WT yeast gro inh mutant strain,XIAP displacement,Salmonella PhoP GFP,PMI inhibitors,RSV antiviral HEp-2,TNAP activation fold,Myeloid diff MLP,Myeloid diff MLP GFP+ MAC1+ %
CCSc1nc(=O)n(-c2ccccc2)c(C)c1C(C)=S,3%,-6%,6,2,-3.2%,2%,-8%,0.6%,1.1,i,2.4
CCCCOc1ccc(OCCCC)c2c1NC1(N2)C(=O)N(C(C)=O)c2ccccc21,8%,11%,-18,-10,-4.3%,8%,2%,0.5%,1,i,0.4
CC1(c2nnc(-c3ccc(Cl)cc3)o2)CC(c2cccc(Cl)c2)=NO1 (stereo not given),-2%,x,x,x,x,-6%,x,0.0%,x,i,0.8
O=C(Cn1cccc1)NC1CCCCCC1,-2%,-2%,-11,-16,-4.9%,9%,-1%,x,1,i,12
c1ccc(-c2ccnc3nc(N4CCN(c5ccccc5)CC4)nn23)cc1,-2%,-3%,57,23,-4.9%,4%,-1%,5.6%,0.9,i,0.4
CCc1nc(SCC(=O)NC2CCCC2)c2oc3ccccc3c2n1,11%,x,x,x,x,-7%,x,18%,x,i,1.4

# All compounds of this part, repeating the preview:
SMILES,Siah-1 displacement,PMI inhibition,WT yeast gro inh,WT yeast gro inh mutant strain,XIAP displacement,Salmonella PhoP GFP,PMI inhibitors,RSV antiviral HEp-2,TNAP activation fold,Myeloid diff MLP,Myeloid diff MLP GFP+ MAC1+ %
CCSc1nc(=O)n(-c2ccccc2)c(C)c1C(C)=S,3%,-6%,6,2,-3.2%,2%,-8%,0.6%,1.1,i,2.4
CCCCOc1ccc(OCCCC)c2c1NC1(N2)C(=O)N(C(C)=O)c2ccccc21,8%,11%,-18,-10,-4.3%,8%,2%,0.5%,1,i,0.4
CC1(c2nnc(-c3ccc(Cl)cc3)o2)CC(c2cccc(Cl)c2)=NO1 (stereo not given),-2%,x,x,x,x,-6%,x,0.0%,x,i,0.8
O=C(Cn1cccc1)NC1CCCCCC1,-2%,-2%,-11,-16,-4.9%,9%,-1%,x,1,i,12
c1ccc(-c2ccnc3nc(N4CCN(c5ccccc5)CC4)nn23)cc1,-2%,-3%,57,23,-4.9%,4%,-1%,5.6%,0.9,i,0.4
CCc1nc(SCC(=O)NC2CCCC2)c2oc3ccccc3c2n1,11%,x,x,x,x,-7%,x,18%,x,i,1.4
CCOC(=O)Cn1c(C)cc(=O)c2ccccc21,2%,44%,-3,1,0.1%,5%,9%,0.7%,1.1,i,0.8
O=C(O)c1[nH]c2ccc(Cl)cc2c1CC(=O)N1CCN(C(=O)c2ccco2)CC1,1%,-2%,-3,-3,-8.0%,-18%,3%,0.7%,1.1,i,0.5
CCN(CC)C(=O)CN(C)S(=O)(=O)c1cccc2nsnc12,-1%,1%,6,17,-5.1%,-5%,6%,0.7%,1.1,i,1.3
Cc1ccc(SCCNC(=O)c2ccc(CN3CCOCC3)cc2)cc1,3%,7%,-4,8,-2.8%,-9%,9%,1.4%,1.1,i,0.2
CS(=O)(=O)Nc1ccc(C2=NN(C(=O)c3ccco3)C(c3ccccc3F)C2)cc1 (stereo not given),-9%,-6%,10,7,-10%,-9%,-11%,5.8%,1.1,i,0.6
CCC(=O)N1CCc2cc(Br)cc(S(=O)(=O)CCC(=O)N(CC)CC)c21,0%,-2%,-10,0,-5.1%,7%,1%,0.3%,1.1,i,0.4
CCOC(=O)c1c(C)c(C(=O)NCc2ccccn2)c(C)n1C,0%,-9%,-14,10,-1.8%,-4%,-6%,-0.5%,1,i,8.2
CC(C)(C)C(=O)Cn1c(NCCCO)nc2ccccc21,3%,-7%,1,6,0.5%,-5%,-7%,7.0%,1.1,i,0.8
CCCc1cc(=O)oc2cc(OCc3cccc(OC)c3)c(Cl)cc12,-1%,-10%,9,-7,-0.3%,-1%,2%,1.0%,1.1,i,0.2
Cc1cccc(-n2c(SCc3ccc(C#N)cc3)nnc2-c2c[nH]c3ccccc23)c1,-2%,9%,11,-4,-2.3%,-4%,10%,2.6%,1.2,i,0.8
COCCNC(=O)Cn1cnc2c(cnn2-c2ccc(OC)cc2)c1=O,-4%,x,x,x,x,-4%,x,0.9%,x,i,0.4
Cc1cc(C)n(-c2ccc(C(=O)NC3=NCCS3)cc2)n1,1%,-11%,-9,-7,14%,-2%,-8%,1.2%,1.1,i,0.6
CC1CCN(C(C(=O)Nc2ccc3c(c2)OCO3)c2ccccc2)CC1 (stereo not given),3%,4%,3,8,-5.5%,-4%,0%,0.1%,0.9,i,2.7
O=C(Cn1cc(C(F)(F)F)ccc1=O)N/N=C/c1cccc(Cl)c1Cl,2%,-6%,1,-10,-8.0%,-2%,-8%,1.8%,0.9,i,0.4
N#CCCN1CCN(C(=S)c2ccc(-c3ccc(Cl)cc3)o2)CC1,-5%,16%,7,3,-5.5%,-14%,26%,2.3%,1,i,0.7
Cc1cc(C(=O)NNC(=O)COc2ccccc2Cl)n[nH]1,-2%,x,x,x,x,7%,x,0.7%,x,i,4.3
CN(Cc1ccc2nonc2c1)Cc1nc(Cc2cccc(F)c2)no1,-2%,4%,12,17,-6.8%,-8%,9%,2.0%,1.1,i,1.1
CS(=O)(=O)N1CCN(c2ccc(NC(=S)NC(=O)c3ccccc3[N+](=O)[O-])cc2)CC1,2%,1%,-16,11,-8.0%,-6%,5%,1.1%,0.9,i,0.1
Cc1nc(-c2cccc(NC(=O)C3CCCCC3)c2)cs1,-2%,5%,28,17,-11%,-11%,3%,6.9%,1.1,i,0.3
O=C(O)C1CC(=O)N(c2ccc(F)c(F)c2)C1 (stereo not given),-2%,18%,6,9,-7.2%,-7%,15%,2.5%,1,i,0.7
O=C(O)CCc1ccc(-c2cccs2)n1Cc1ccco1,-4%,2%,13,25,-0.3%,18%,7%,-1.5%,1.1,i,6.8
CC(C)(C)n1nc(-c2ccc(F)cc2)c2c(N)ncnc21,-4%,14%,39,13,-3.8%,2%,18%,5.3%,1,u,x
Cc1cc(=O)n2nc(N3CCCC(C(=O)NCCC4=CCCCC4)C3)sc2n1 (stereo not given),-2%,12%,-8,-3,0.2%,-4%,7%,-0.9%,1.1,i,1.1
CC(=N\Nc1ccccc1)/C(=N/O)C(=O)Nc1ccccc1,0%,-1%,0,11,-5.9%,7%,-1%,2.0%,1.1,i,0.4
Cc1ccc(N2C(=O)N3[C@H](c4ccc(F)cc4)[C@@H]4C(=O)N(C5CCCCC5)C(=O)[C@@H]4[C@]3(C)C2=O)cc1,1%,x,x,x,x,9%,x,4.8%,x,i,2.2
COc1cccc(S(=O)(=O)Nc2cccc(C(=O)N3CCOCC3)c2)c1,5%,-11%,-7,-10,-1.5%,3%,-6%,-0.3%,1.1,i,0.4
COCCNS(=O)(=O)c1ccc2c(c1)Cc1cc(S(=O)(=O)NCCOC)ccc1-2,15%,x,x,x,x,4%,x,1.8%,x,i,0.8
CCOc1ccc2nc(N(CCN(CC)CC)C(=O)c3cccc([N+](=O)[O-])c3)sc2c1,-2%,-24%,-13,11,-5.7%,6%,34%,-0.9%,1,i,0.1
O=C(CSc1nc2ccccc2[nH]1)NC1CCS(=O)(=O)C1 (stereo not given),2%,6%,-10,8,-2.4%,-1%,6%,3.0%,1.1,i,6.3
CCCCn1c(SCC(=O)Nc2nc(C)cs2)nnc1-c1cccnc1,2%,0%,16,27,-3.0%,-5%,1%,x,1.1,i,5.2
C=CCn1c(Cc2ccc(OC)cc2)nnc1SCc1nc2ccccc2c(=O)[nH]1,-2%,-2%,10,16,-3.0%,-12%,3%,-0.2%,1.1,i,6.5
Brc1ccc(OCc2nnc3n2CCC3)cc1,7%,-4%,-6,-6,-7.0%,0%,1%,2.8%,1.1,i,0.2
COC(=O)c1ccc(/C=N/Nc2nc(-c3ccccc3)cs2)cc1,4%,-6%,11,16,-3.4%,-11%,-1%,0.3%,1.1,i,0.3
COc1ccc(-c2noc(CCC(=O)N3CCN(c4cc(C)ccc4C)CC3)n2)cc1,1%,2%,-8,9,-4.3%,-3%,7%,9.1%,1.1,i,2.8
Cc1cc(C)cc(NC(=O)CN(C)S(=O)(=O)c2cnc[nH]2)c1,-2%,-1%,-17,1,-7.1%,-5%,2%,0.8%,1.1,i,0.9
CCOC(=O)COc1ccc2c(=O)cc(-c3ccccc3)oc2c1,4%,x,x,x,x,-5%,x,1.3%,x,i,0.3
CCOC(=O)N1CCN(C(=O)Cc2cccs2)CC1,4%,2%,19,23,0.2%,-2%,7%,3.0%,1.1,i,1.1
Cc1cccnc1NC(=O)C(c1ccccc1)c1ccccc1,-2%,x,x,x,x,1%,x,1.8%,x,i,4.1
CC(C)(C)NC(=O)CN(Cc1ccc2c(c1)OCO2)C(=O)CNS(=O)(=O)c1ccccc1,8%,x,x,x,x,8%,x,0.6%,x,i,3.7
CN(C)CCN(C(=O)/C=C/c1cccs1)c1nc2ccc(F)cc2s1,-3%,1%,14,17,-8.9%,10%,5%,2.6%,0.9,i,0.0
COc1ccccc1N(C(=O)c1snc(C(N)=O)c1N)C(C(=O)NC1CCCC1)c1ccc(N(C)C)cc1 (stereo not given),-3%,x,x,x,x,10%,x,2.9%,x,i,1.8
C#CC(C)(CC)NC(=O)Cn1nnc(-c2cccc(C(F)(F)F)c2)n1 (stereo not given),-13%,-12%,10,9,-9.3%,-5%,-9%,4.2%,1.1,i,0.6

# Ordered by molecular weight (descending): 3 of the compounds above.
SMILES,Siah-1 displacement,PMI inhibition,WT yeast gro inh,WT yeast gro inh mutant strain,XIAP displacement,Salmonella PhoP GFP,PMI inhibitors,RSV antiviral HEp-2,TNAP activation fold,Myeloid diff MLP,Myeloid diff MLP GFP+ MAC1+ %
CN(C)CCN(C(=O)/C=C/c1cccs1)c1nc2ccc(F)cc2s1,-3%,1%,14,17,-8.9%,10%,5%,2.6%,0.9,i,0.0
C#CC(C)(CC)NC(=O)Cn1nnc(-c2cccc(C(F)(F)F)c2)n1 (stereo not given),-13%,-12%,10,9,-9.3%,-5%,-9%,4.2%,1.1,i,0.6
Cc1cccnc1NC(=O)C(c1ccccc1)c1ccccc1,-2%,x,x,x,x,1%,x,1.8%,x,i,4.1
